# Screening data deposited in PubChem BioAssay by National Center for Advancing Translational Sciences (NCATS).
# Epigenetic derep: Quantitative High-Throughput Screen for Regulators of Epigenetic Control; murine LDR cells, GFP reporter derepression, 30 h; Potency, µM (series often up to 53.9 µM), for inactives: top-dose GFP activation, most hits filed as activators; 280,000 tested, 0.2% active; also: potency is read from the fitted curve at half-maximal effect; % of control where 0% means no effect; nearly all actives have a fitted effect of over 60% in size
#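 Reporter derepression read as number of fluorescent GFP-positive objects, 20-120 um in size, counted by laser-scanning cytometer. Mouse LDR line with an epigenetically silenced CMV-GFP locus; compound incubation 30 h, 37 C.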
# IMPase Li cell: qHTS Assay for Identifying the Cell-Membrane Permeable IMPase Inhibitors: Potentiation with Lithium. Potency, µM (highest dose often 59.4 µM), for inactives: at the top dose activity, negative = IMPase inhibition, actives largely listed as inhibitors. 210,000 tested, 0.35% active. CHO-M1 cells, IP1 TR-FRET (IP-One), carbachol + lithium;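 also: IP1 builds up when IMPase is blocked and the TR-FRET signal falls; potency is read from the fitted curve at half-maximal effect; plate controls were basal vehicle for no effect and high inhibitor control for full effect; nearly all actives have a fitted effect of over 50% in size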
#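 Lithium-sensitised IP1 accumulation assay; M1-expressing CHO cells treated 30 min at 37C with compound. Competitive antibody detection by time-resolved FRET followed a 10 min room-temperature lysis step.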
# Luc counter: Counterscreen for Luciferase (Kinase-Glo TM) Inhibition; Kinase-Glo luciferase, ATP luminescence, 8 min; Potency, µM (titrated, usually from 38.3 µM), inactives show at the highest dose activity change, negative = inhibition, most hits filed as inhibitors; 200,000 tested, 0.28% active; Luciferin 4-monooxygenase (Photuris pensylvanica), Q27757; also: potency is read from the fitted curve at half-maximal effect; % is scaled to controls: 0 for no effect and ±100 for the full control effect; nearly all actives have a fitted effect of over 60% in size
#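 Compound is pinned into ATP-containing buffer (10 uM ATP, imidazole pH 7.2, 7 mM MgCl2). Kinase-Glo luciferase reagent is then added. Light output is recorded following an 8-min room-temperature incubation.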
# HTT aggregate: qHTS Multiplex Assay to Identify Dual Action Probes in a Cell Model of Huntington: Aggregate Formation (GFP). PC12 HttQ103-GFP aggregates, Acumen cytometry, 40 h. Potency, µM (series often up to 46.1 µM), for the others: top-dose activity change, negative = inhibition, hits mostly inhibitors. 220,000 tested, 1.1% active; also: potency is read from the fitted curve at half-maximal effect; % is scaled to controls: 0 for no effect and ±100 for the full control effect; nearly all actives have a fitted effect of over 60% in size
#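 Aggregates are detected as GFP objects 1–25 µm with signal 6 STDEV over background in lysates of induced PC12 cells. These carry Huntingtin exon 1 with 103 glutamines fused to GFP under an ecdysone promoter; compounds titrated.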
# CBFb-RUNX1 inh: qHTS Assay for Compounds Blocking the Interaction Between CBF-beta and RUNX1 for the Treatment of Acute Myeloid Leukemia | AlphaScreen CBFb-His/RUNX1-biotin binding, biochemical | Potency, µM (titrated, usually from 59.8 µM), inactives show top-dose activity, negative = inhibition, most hits filed as inhibitors | 230,000 tested, under 10 active; also: % of control where 0% means no effect
#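 Proteins preincubated together for 20 min at RT before compound addition; 15 min later, nickel and streptavidin beads were added and left 90 min prior to AlphaScreen measurement.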
# NPSR antagonist: qHTS Assay for Antagonists of the Neuropeptide S Receptor: cAMP Signal Transduction; CHO-NPSR cells, cAMP TR-FRET, antagonist mode; Potency, µM (doses to about 38.3 µM), without a hit: at the top dose activity change, negative = inhibition, most hits filed as inhibitors; 220,000 tested, 1% active; also: potency is read from the fitted curve at half-maximal effect; % is scaled to controls: 0 for no effect and ±100 for the full control effect; nearly all actives have a fitted effect of over 50% in size; many of its hits are not listed in these tables
# L3MBTL1 block: qHTS Assay for the Inhibitors of L3MBTL1; Lethal(3)malignant brain tumor-like protein 1 (Homo sapiens), Q9Y468; Potency, µM (titrated, usually from 57.1 µM), for the others: at the highest dose activity, negative = inhibition, most hits filed as inhibitors; 230,000 tested, 0.66% active; AlphaScreen L3MBTL1–H3K9me1 peptide binding; also: potency is read from the fitted curve at half-maximal effect; % is scaled to controls: 0 for no effect and ±100 for the full control effect; nearly all actives have a fitted effect of over 60% in size
# Target sequence (Q9Y468 whole entry, looked up): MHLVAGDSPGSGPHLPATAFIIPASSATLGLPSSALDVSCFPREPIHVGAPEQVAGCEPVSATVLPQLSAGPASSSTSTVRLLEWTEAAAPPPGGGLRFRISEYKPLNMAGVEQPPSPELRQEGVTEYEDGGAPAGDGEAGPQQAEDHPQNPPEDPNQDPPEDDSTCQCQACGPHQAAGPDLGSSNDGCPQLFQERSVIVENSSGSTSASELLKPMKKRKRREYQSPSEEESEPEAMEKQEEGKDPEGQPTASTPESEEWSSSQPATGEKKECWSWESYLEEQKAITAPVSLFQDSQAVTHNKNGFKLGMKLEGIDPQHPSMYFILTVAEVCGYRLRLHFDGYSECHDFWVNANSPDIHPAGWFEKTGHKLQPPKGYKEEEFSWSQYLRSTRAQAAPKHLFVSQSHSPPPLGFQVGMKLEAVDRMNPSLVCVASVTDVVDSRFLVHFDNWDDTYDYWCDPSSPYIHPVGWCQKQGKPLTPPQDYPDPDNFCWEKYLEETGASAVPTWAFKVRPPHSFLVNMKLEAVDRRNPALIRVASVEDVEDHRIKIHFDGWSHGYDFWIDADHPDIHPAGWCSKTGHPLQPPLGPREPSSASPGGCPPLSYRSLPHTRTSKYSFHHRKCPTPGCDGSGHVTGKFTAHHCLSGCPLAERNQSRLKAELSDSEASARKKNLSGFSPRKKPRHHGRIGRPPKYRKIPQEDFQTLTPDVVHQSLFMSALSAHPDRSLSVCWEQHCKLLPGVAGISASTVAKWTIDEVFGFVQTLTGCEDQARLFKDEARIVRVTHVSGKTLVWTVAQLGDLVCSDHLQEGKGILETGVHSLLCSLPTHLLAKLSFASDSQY
#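 Read-out is AlphaScreen signal from streptavidin donor and nickel chelate acceptor beads (10 ug/mL final each) bridging L3MBTL1 (50 nM) and biotinylated K9-monomethylated H3(1-15) peptide (75 nM), after 30 min compound exposure at room temperature.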
# * marks the source's active call; other numbers are inactive results; u = inconclusive; x = no result given; & = joins results of further samples; [ ] = another dose, or the depositor's remark. Calls follow the shape of the dose curve; as a rule, active = well fitted curve in the direction sought with a large enough effect; inconclusive = small, poorly fitted or top-dose-only effect, or another doubt; inactive = no such curve, though single readings can be large; an effect the other way counts as inactive or inconclusive. An excerpt; the hit share may differ from the screen's.
SMILES,Epigenetic derep,IMPase Li cell,Luc counter,HTT aggregate,CBFb-RUNX1 inh,NPSR antagonist,L3MBTL1 block
CCOC(=O)C1CCCN(C(=O)c2cc3c(C)nc4ccccc4c3o2)C1 (stereo unspecified),-1.6%,38.8%[38.3 µM],2.4%,-7.7%,1.9%,u,1.5%
CCSCCOC(=O)C1=C(C)NC2=C(C(=O)CCC2)C1c1coc2ccccc2c1=O (stereo unspecified),-2.0%,-15.8%[38.3 µM],-5.5%,31.1%,-18.0%,21.4%[46.1 µM],-6.7%
COc1cc(O)c(C(CCN2CCCC(C)C2)c2ccc3c(c2)OCO3)c(OC)c1 (stereo unspecified),2.3%,x,x,-3.2%[9.22 µM],-10.0%&7.7%,1.5%,x
COc1ccc(NC(=O)CSc2ccccc2)cc1S(=O)(=O)N1CCCCC1,-1.3%,3.8%,-1.8%,19.2%,-14.1%,2.6%,-5.1%
Cc1ccsc1/C=C1\SC(N2CC(C)OC(C)C2)=NC1=O (stereo unspecified),-2.1%,9.7%,-0.6%,1.7%,-5.7%,-17.0%,2.5%
Cc1ccc2cc(CNC(C)C)c(=O)[nH]c2c1,-0.1%,-1.3%[38.3 µM],3.4%,1.7%,0.3%,-9.9%[46.1 µM],-2.5%
CCOc1ccc2nc(Cl)c(CN(C(=O)c3cnccn3)C3CCCC3)cc2c1,-1.0%,15.0%,1.5%,-11.9%,27.7%,u,21.5%
O=S(=O)(c1cccc(-c2nnc(-c3ccc(Br)cc3)o2)c1)N1CCCCCC1,-1.4%,6.0%[38.3 µM],-8.7%,11.7%,5.6%,-3.7%[46.1 µM],-4.5%
COc1ccc2nc(N=NC3=C(O)CC(C)(C)CC3=O)sc2c1,4.0%,7.0%,-7.3%,-27.2%,x,-44.1%,x
CCCC(=O)Nc1cc(C)c(NC(=O)Cc2ccccc2)cn1,4.4%,0.5%[38.3 µM],2.8%,-1.5%,6.3%,3.9%[46.1 µM],-0.5%
CC(C)CNC(=O)c1c2c(nc3ccccc13)-c1ccccc1CC2,1.8%,12.5%[38.3 µM],-2.0%,-11.4%,2.3%,-12.0%[46.1 µM],4.2%
CNC(=O)NC(=O)CSc1nc2ccccc2n1CCOC,-0.2%,-10.1%[38.3 µM],6.2%,11.0%,0.1%,-6.4%[46.1 µM],7.9%
CCCNC(=O)OC[C@H]1O[C@H](CCO/N=C/[C@@H](NS(=O)(=O)c2ccc(C)cc2)[C@H](C)/C=C/CC(=O)OC)C=C[C@@H]1Oc1ccc(OC)cc1,-1.8%,18.8%,0.0%,7.3%,-0.3%[2.36 µM],-8.5%,-3.0%
COc1ccccc1C(=O)NCC1CCN(c2ccc(S(=O)(=O)N3CCOCC3)cc2)CC1,12.6%,20.1%[38.3 µM],6.1%,-4.0%[9.22 µM],0.4%,-18.1%[46.1 µM],x
COC(=O)c1ccc(Cl)c(NC(=O)c2cccc([N+](=O)[O-])c2C)c1,-1.8%,6.2%,1.9%,29.5%,-0.7%,-6.6%,1.8%
COC(=O)c1ccc(C(NC(=O)c2ccccc2)[C@]2(C)C[C@H]2C2CCCCC2)cc1 (stereo partly specified),1.2%,5.2%,-2.0%,x,-8.6%,x,x
CC(=O)NCC1(O)CCCC(C)C1 (stereo unspecified),-1.0%,x,x,-5.6%[9.22 µM],1.1%,-13.6%,-1.8%
Cc1ncc2c(c1OC(=O)c1ccc([N+](=O)[O-])cc1)COC(C)(C)OC2,0.1%,-8.5%[38.3 µM],1.2%,-0.3%,-0.8%,-7.3%[46.1 µM],-0.2%
CS(=O)(=O)Nc1ccc(C2=NN(S(C)(=O)=O)C(c3ccccc3)C2)cc1 (stereo unspecified),-1.5%,-12.6%,-2.4%,4.8%,-12.3%,11.4%,-5.3%
CCCOC(=O)C1=C(C)N(C)C(=O)NC1c1cc2c(cc1[N+](=O)[O-])OCO2 (stereo unspecified),-1.1%,4.0%,1.0%,-2.0%,-6.3%,-14.0%,u

# Single records, as listed above.
# CC(C)CNC(=O)c1c2c(nc3ccccc13)-c1ccccc1CC2 is listed as Epigenetic derep: 1.8%; IMPase Li cell: 12.5%[38.3 µM]; Luc counter: -2.0%; HTT aggregate: -11.4%; CBFb-RUNX1 inh: 2.3%; NPSR antagonist: -12.0%[46.1 µM]; L3MBTL1 block: 4.2%
# COc1ccccc1C(=O)NCC1CCN(c2ccc(S(=O)(=O)N3CCOCC3)cc2)CC1 is listed as Epigenetic derep: 12.6%; IMPase Li cell: 20.1%[38.3 µM]; Luc counter: 6.1%; HTT aggregate: -4.0%[9.22 µM]; CBFb-RUNX1 inh: 0.4%; NPSR antagonist: -18.1%[46.1 µM]; L3MBTL1 block: x

# Continued:
SMILES,Epigenetic derep,IMPase Li cell,Luc counter,HTT aggregate,CBFb-RUNX1 inh,NPSR antagonist,L3MBTL1 block
Cc1ccc(CNc2cnn(C34CC5CC(CC(C5)C3)C4)c(=O)c2Cl)cc1,-1.1%,-5.6%,4.9%,3.5%,-5.6%,-46.9%,-17.7%
N#Cc1c(NC(=O)COC(=O)c2ccc(F)cc2)sc2c1CCC2,-1.2%,-27.9%[38.3 µM],-1.0%,17.5%,5.6%,-5.7%[46.1 µM],8.3%
Cc1cccc(N2CCN(C(=O)Cc3ccc(-n4c(=O)[nH]c5ccsc5c4=O)cc3)CC2)c1C,-1.0%,5.1%,2.2%,u,-9.7%,-34.1%,-10.6%
O=C(Nc1ccc2c(c1)CCC2)c1ccccc1F,0.0%,2.1%,-17.1%,u,-4.3%,6.7%,14.8%
COC(=O)C1=C(C)NC(=S)N(C(C)=O)C1c1ccc(OC)c(OC)c1 (stereo unspecified),-0.7%,0.3%,13.1%,9.6%,5.0%,9.8%,1.7%
O=C(COC(=O)CCS(=O)(=O)c1ccc(Cl)cc1)NC1CCCCC1,7.4%,-2.8%[38.3 µM],-1.5%,-9.1%,2.5%,-6.5%[46.1 µM],x
Cc1ccc(C(=O)/C=C/c2ccc3c(c2)OCO3)o1,0.9%,0.7%,-12.0%,1.6%,2.6%,-21.6%[46.1 µM],2.5%
COc1cccc(N(CC(=O)NCCSc2ccccc2)S(C)(=O)=O)c1,-1.2%,-3.1%[38.3 µM],9.4%,19.9%,2.2%,u,-3.0%
COc1ccc(NC(=O)Cc2ccc(Cl)cc2Cl)cn1,-2.2%,1.6%,-0.8%,-5.8%,-6.2%,-7.1%,3.5%
CC1(C)Cc2nc3[nH]c(=S)[nH]c(=O)c3cc2CO1,-0.3%,x,x,-1.9%[9.22 µM],7.0%,2.5%[7.67 µM],2.9%
Cc1nc2ccccc2c(=O)n1NC(=O)c1ccco1,0.8%,0.4%,0.5%,-2.8%,-4.8%,0.2%[46.1 µM],u
O=C(c1ccccc1)c1ccc(OCCCN2CCCC2)cc1,0.1%,17.6%,-1.4%,-11.0%,-9.0%,17.8%,-13.1%
C=CCN(CC=C)S(=O)(=O)c1ccc2nc(NC(=O)C(C)C)sc2c1,-0.8%,-7.0%[38.3 µM],3.3%,u,5.0%,-9.4%[46.1 µM],-2.4%
Cc1ccc(CN2CCN(/N=C/c3ccccc3)CC2)cc1,0.8%,x,x,2.6%[9.22 µM],-14.5%,41.4%,u
COc1ccccc1NC(=O)Nc1ccccc1C(=O)NCCCN1CCOCC1,0.0%,x,x,5.4%[9.22 µM],u,-8.5%,-4.1%
O=C(NN1C(=O)C2C3c4ccccc4C(c4ccccc43)[C@@H]2C1=O)c1ccccc1 (stereo partly specified),1.3%,-2.9%,0.1%,u,-2.7%,-14.5%[46.1 µM],3.8%
Cc1nn(-c2ccc(Cl)c(Cl)c2)c(=O)c2ccccc12,-0.9%,-8.0%[38.3 µM],-4.5%,-9.3%,-2.2%,0.1%[46.1 µM],44.7%[activator]
CC(C)OP(=O)(c1ccccc1)c1ccccc1,-1.0%,-6.9%,-4.6%,22.7%,0.8%,27.0%,u
CSCC[C@H](NC(=O)OC(C)(C)C)C(=O)N/N=C/c1cc2ccc(C)cc2nc1Cl,3.2%,7.9%,-0.8%,-20.7%,-2.3%,-21.4%,5.7%
COc1ccc(C(=O)C2CCCN(Cc3ccc4nonc4c3)C2)cc1F (stereo unspecified),2.1%,20.8%,1.5%,-9.4%[9.22 µM],1.3%,49.4%,-11.3%
N#Cc1c(NC(=O)CSc2nnnn2C2CCCCC2)sc2c1CCCC2,-3.8%,x,x,-11.7%,2.6%,-12.2%[46.1 µM],3.5%
O=C(CC1C(=O)NCCN1Cc1c(F)cccc1Cl)NCCCn1ccnc1 (stereo unspecified),-0.1%,-3.8%,-1.2%,6.9%[9.22 µM],1.6%,-5.6%,12.1%
O=c1[nH]c(CN2CCN(S(=O)(=O)c3cccs3)CC2)nc2c(Br)cc(Br)cc12,4.2%,-13.9%,2.8%,-15.3%,-10.8%,-23.8%,1.1%
O=[N+]([O-])c1ccc(-n2nnnc2CN2CCCCC2)cc1,0.0%,2.6%,-1.0%,-26.3%[9.22 µM],-7.1%,8.8%,-0.8%
COC(=O)CSc1n[nH]c(-c2ccncc2)n1,0.0%,9.3%[38.3 µM],-4.8%,2.7%,-21.6%,-13.1%[46.1 µM],7.5%
Cc1cc(C)c(C)c(S(=O)(=O)Nc2ccc(C(N)=O)cc2)c1C,2.9%,-4.5%,1.8%,-23.1%,4.3%,12.6%,x
Cc1cc(C(=O)OCC(=O)NC2CCS(=O)(=O)C2)c(C)n1-c1ccccc1 (stereo unspecified),-1.0%,23.7%[38.3 µM],-4.4%,-8.4%,-4.9%,-1.5%[46.1 µM],x

# Look-ups from above:
# In NPSR antagonist, COC(=O)CSc1n[nH]c(-c2ccncc2)n1 reads -13.1%[46.1 µM]
# In Luc counter, Cc1cc(C(=O)OCC(=O)NC2CCS(=O)(=O)C2)c(C)n1-c1ccccc1 (stereo unspecified) reads -4.4%
# In NPSR antagonist, N#Cc1c(NC(=O)CSc2nnnn2C2CCCCC2)sc2c1CCCC2 reads -12.2%[46.1 µM]
